# Screens as filed in PubChem BioAssay.
# MC4R antag cAMP – human MC4R antagonism in cAMP assay; MC4R-expressing cells, MTII-stimulated cAMP, LANCE TR-FRET; inhibition, % at 6.5 µM; hit rate 0.48% among 360,000; AID 540295;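 active means inhibition above its plate's cutoff, the mean of tested wells on that plate plus 3 SD, cut at about 29% in these data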;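 further: 0% = Melanotan II alone and 100% = Melanotan II plus saturating MCL0020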
# Target sequence (P32245 whole entry, looked up): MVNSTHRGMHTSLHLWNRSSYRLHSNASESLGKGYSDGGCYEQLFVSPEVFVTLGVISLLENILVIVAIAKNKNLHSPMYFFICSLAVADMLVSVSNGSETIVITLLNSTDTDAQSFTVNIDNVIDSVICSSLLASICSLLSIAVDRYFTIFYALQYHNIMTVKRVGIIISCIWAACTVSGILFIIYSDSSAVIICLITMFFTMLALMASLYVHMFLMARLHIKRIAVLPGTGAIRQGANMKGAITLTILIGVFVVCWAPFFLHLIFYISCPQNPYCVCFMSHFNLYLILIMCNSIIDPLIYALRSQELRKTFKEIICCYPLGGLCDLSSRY
#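 System – human MC4R-expressing U2OS cells · Also added – Melanotan II · Dosing – one concentration, 6.5 µM nominal · Timing – 30-min compound, 1-h challenge, 1-h detection, room temperature · Measured by – Eu-cAMP/anti-cAMP TR-FRET, emission 671 nm · Replicates – singlicate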
# Cardio protect – modulators protecting cardiomyocytes from myocardial damage; H9c2 cardiomyocytes, H2O2 injury protection, ATPLite, 2 h; protection from H2O2 cell death, % at 20 µM; hit rate 0.63% among 360,000; AID 588492;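 active means compounds giving at least 50% protection of heart cells from peroxide-induced death in the single-dose screen, raw or plate-pattern-corrected value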;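 further: 0% = DMSO wells with peroxide and 100% = DMSO wells without peroxide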
# m5-HT2A agonist – activates the mouse 5-HT2A serotonin receptor. hit rate 0.66% among 360,000. P35363. activation, % at 7.6 µM. CHO-K1 mHTR2A beta-arrestin complementation, luminescence; percent of 30 µM serotonin response. AID 624169;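 active means activation above a run cutoff, the mean activation of all tested compounds plus 3 SD, cut at about 14% in these data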;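 further: 0% = plate median of compound wells and 100% = 30 µM serotonin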
# MC4R ag barr – activates human MC4R beta-arrestin recruitment; P32245; U2OS MC4R beta-arrestin complementation, luminescence; percent of melanotan II response, DMSO zero; activation, % at 8.9 µM; hit rate 0.98% among 360,000; AID 540308;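 active means activation above a per-plate cutoff, the mean activation of sample wells on that plate plus 3 SD, cut at about 8% in these data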
# N-glyco inh – N-linked glycosylation inhibition; D54 ERlucT glycosylation luciferase reporter, 24 h; percent of 100 nM tunicamycin response; reporter increase, % at 12.5 µM; hit rate 0.23% among 360,000; AID 588692;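 active means mean luciferase reporter signal, scaled so untreated is 0 and the glycosylation-blocking control 100, at or above a set limit in every replicate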;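 further: luciferase carries N-glycosylation sites so blocking glycosylation raises the light; 0% = median of neutral control wells and 100% = median of 100 nM tunicamycin wells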
# ABCB6 inh 2 – blocks the human ABCB6 transporter; K562-ABCB6 porphyrin accumulation, flow cytometry, 1 h; stronger effect = lower value; hit rate 0.19% among 360,000; fluorescence ratio to DMSO, % at 10 µM; Q9NP58;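 active means fluorescence ratio to DMSO below 75%, the collection mean minus 3 SD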;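 further: signal is porphyrin accumulated inside mitochondria; 100% equals median channel fluorescence of DMSO control wells; lower ratio means ABCB6 inhibition with less porphyrin fluorescence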
# CaV13 ICDI inh – Primary screen for inhibitors of IQ motif and Ca2+-dependent inactivation inhibitor domain binding in CACNA1D, Förster resonance energy transfer in living cells, …; HEK cells, CFP/YFP FRET ICDI-IQ, plate reader, 10 min; percent FRET-ratio fall versus neutral wells; inhibition, % at 12.3 µM; hit rate 0.098% among 340,000;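 active means mean replicate inhibition of at least 30% and at least 1% of replicates passing that level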;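 further: 0% = median of the neutral control wells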
# PDI inh – PDI (human) enzyme inhibition; inhibition, % at 10 µM; PDI insulin aggregation turbidity, A650, 90 min; hit rate 0.052% among 350,000; AID 588391;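 active means mean inhibition across replicates of 30% or more, whatever share of single replicates reach that level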;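 further: absorbance from insulin aggregation driven by PDI reduction with DTT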
# Target sequence (P07237 whole entry, looked up): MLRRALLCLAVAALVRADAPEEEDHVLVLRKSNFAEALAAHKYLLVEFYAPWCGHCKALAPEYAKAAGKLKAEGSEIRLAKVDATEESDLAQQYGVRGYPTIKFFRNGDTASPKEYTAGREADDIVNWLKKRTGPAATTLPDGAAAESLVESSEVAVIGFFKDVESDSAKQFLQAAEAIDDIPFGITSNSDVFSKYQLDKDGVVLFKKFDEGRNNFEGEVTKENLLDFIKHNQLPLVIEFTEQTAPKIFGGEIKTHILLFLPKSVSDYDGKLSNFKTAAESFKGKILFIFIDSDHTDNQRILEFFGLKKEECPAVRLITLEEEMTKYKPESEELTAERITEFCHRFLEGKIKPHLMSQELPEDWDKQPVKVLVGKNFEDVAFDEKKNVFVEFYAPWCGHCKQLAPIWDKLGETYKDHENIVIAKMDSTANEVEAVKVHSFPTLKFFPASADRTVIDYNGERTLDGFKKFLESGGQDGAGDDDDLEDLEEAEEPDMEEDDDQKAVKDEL
# Vif inh – inhibitors of HIV Vif | HEK293T cells, Vif self-association by quenched fluorescence, imaging, 24 h | inhibition, % at 7.49 µM | hit rate 0.35% among 340,000 | AID 602346; in the data active means inhibition above about 50%, passing the limit was not always enough; further: some results filed as inactive read as strong as hits
# aDG glyco act – alpha-DG glycosylation activation | Pro5-aDG cells, alpha-DG glycosylation AlphaScreen (IIH6); 0% Pro5, 100% B10-LARGE cell signal | activation, % at 10 µM | hit rate 0.22% among 360,000 | AID 624168;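 active means activation of at least 8% versus controls, or a plate z-score of at least 8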;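 further: Pro5 are CHO cells carrying HIG-tagged alpha-DG that lacks glycosylation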
# The depositor's hits bear a star; x = not tested or not shown.
canonical_smiles,MC4R ag barr,ABCB6 inh 2,N-glyco inh,MC4R antag cAMP,Cardio protect,Vif inh,PDI inh,aDG glyco act,m5-HT2A agonist,CaV13 ICDI inh
CCOc1cc([N+](=O)[O-])cc2c1C(=O)Nc1ccccc1O2,-2.3,159,-2,15,-2,-13,6,0.5,-8,-5
COc1cccc(CNC(=O)Cn2c(=O)oc3cc(S(=O)(=O)N4CCCCC4)ccc32)c1,-4.9,96,-1,-1,-2,-9,-4,0.0,0,-6
COc1cccc(-c2csc3ncnc(Sc4nnnn4C)c23)c1,-0.8,95,-11,0,-6,20,-4,1.9,1,-6
COC(=O)c1ccc(Oc2c(C)oc3c(CN4CCN(C)CC4)c(O)ccc3c2=O)cc1,1.9,103,1,-5,3,-6,-2,0.0,-1,-9
CCCOc1ccc(C(=O)CCC(=O)OCC(=O)Nc2cccc(S(N)(=O)=O)c2)cc1,-1.5,104,5,16,-7,-2,-1,0.0,-3,-6
CC(C)(C)c1ccc(NC(=O)c2ccccc2)c([N+](=O)[O-])c1,4.7,104,-13,12,-12,-1,16,-0.4,2,1
CCOC(=O)c1sc(-c2ccc(Br)cc2)cc1N,-2.2,103,-4,1,-11,2,-11,-0.2,-2,-8
O=C(N/N=C/C(Cl)=C/c1ccccc1)c1ccccc1F,-1.3,100,4,-9,-6,2,-7,0.2,-5,-3

# An excerpt from above with just aDG glyco act, MC4R antag cAMP and Vif inh:
SMILES	aDG glyco act	MC4R antag cAMP	Vif inh
COc1cccc(-c2csc3ncnc(Sc4nnnn4C)c23)c1	1.9	0	20
COC(=O)c1ccc(Oc2c(C)oc3c(CN4CCN(C)CC4)c(O)ccc3c2=O)cc1	0.0	-5	-6

# Additional entries.
canonical_smiles,MC4R ag barr,ABCB6 inh 2,N-glyco inh,MC4R antag cAMP,Cardio protect,Vif inh,PDI inh,aDG glyco act,m5-HT2A agonist,CaV13 ICDI inh
O=C(CNC(=O)c1ccc(Cl)cc1Cl)OCC(=O)c1ccc2c(c1)OCCO2,0.1,93,0,17,0,17,6,-0.3,0,x
N#CC(=Nc1ccccc1)c1ccccc1,1.2,97,1,9,1,4,13,0.1,0,-5
COc1cc2cc(C(=O)N(C)Cc3ccccc3)[nH]c2cc1OC,-2.3,94,3,7,-2,4,4,0.2,8,-2
CCOc1ccc2nc(N(CCN(C)C)C(=O)c3cc4ccccc4cc3OC)sc2c1,-4.7,102,-2,-5,10,-1,8,0.0,-1,x
Cc1ccc(S(=O)(=O)N2CCCCC2)c(C)c1NS(C)(=O)=O,0.3,93,1,7,5,-7,10,-0.2,-1,-2
C=CCn1c(SCC(=O)N2CCOCC2)nc2sc(C)c(C)c2c1=O,0.0,95,2,7,2,3,-8,0.2,8,-2
CCc1ccc(OCC(O)CN2CCN(c3ccccn3)CC2)cc1 (centres undefined),-0.2,92,1,3,0,-5,7,0.0,10,-3
COc1ccc(C(=O)/C=C2\C(=O)Nc3ccc(Br)cc32)cc1,-0.4,100,6,-2,-16,0,8,-0.3,0,-7
CCCc1nc(SCC(=O)Nc2ccccc2OC)c2c(=O)n(C)c(=O)n(C)c2n1,-1.0,98,0,3,26,x,x,-0.2,2,7
OC[C@@H]1CN(Cc2cccs2)C[C@H](n2cnc3c(NCc4ccco4)ncnc32)O1,-2.0,99,0,9,5,15,13,0.0,-2,-4
Cc1c(C(=O)Nc2ccc(S(=O)(=O)Nc3ncccn3)cc2)oc2ccc(Cl)cc12,-0.2,107,1,27,-5,0,1,0.1,-2,-6
Cc1cccc(-c2noc(C(C)NC(=O)c3ccco3)n2)c1 (centres undefined),-1.8,96,-1,-6,-6,9,-2,0.3,7,-2
CN(Cc1cccnc1)Cc1cn(C)nc1-c1ccc(Oc2ccccc2)cc1,-2.3,96,-3,5,-3,-4,1,0.1,-2,-5
O=c1oc(CCO)cc2ccc(Br)cc12,-1.3,104,1,1,10,0,0,-0.1,-3,-4
COC(=O)Cc1ccc(NC(=S)NCc2ccc(Cl)cc2)cc1,-1.4,100,0,-1,-3,-6,6,0.3,-2,-6
COc1ccc(S(=O)(=O)NCC2(N3CCOCC3)CCCCC2)cc1OC,-0.5,102,-2,-1,-1,1,1,-0.1,6,-6
Cc1c(CC(Cl)(Cl)Cl)c2c(n1O)CC(C)(C)CC2=O,-1.5,95,5,2,1,-9,4,0.0,7,-15
O=C(COc1ccc(Cl)cc1)NCCSCc1cccc(Cl)c1,-0.9,104,0,-6,1,-2,5,0.0,-10,-5
CC(C)c1ccc(NC2CCCN(C(=O)C3=NN(C)C(=O)CC3)C2)cc1 (centres undefined),-2.0,97,2,-4,-4,0,1,-0.2,-3,-7
Cc1cc(NCc2ccccc2Cl)n2nnnc2n1,0.0,88,5,15,-3,10,-8,-0.2,2,-3
CN(CC(=O)Nc1c(Cl)cccc1Cl)C(=O)CCNS(=O)(=O)c1ccccc1C(F)(F)F,-2.1,101,-2,4,-5,-2,5,0.1,8,-15
COc1ccc(N(CC(=O)O)S(=O)(=O)c2cccnc2)cc1,1.6,103,2,20,4,-1,-1,0.0,2,1
Cc1ccccc1-c1noc(CNC(=O)COc2ccccc2)n1,-0.5,98,0,2,0,-5,-7,-0.1,1,-6
O=C1c2cccc3cccc(c23)N1Cc1cccc(F)c1,0.9,98,-4,20,-2,-3,-6,0.0,3,-4
Cc1ccn2c(=O)nc(SCC(=O)N3CCCC3)nc2c1,-2.1,96,0,-1,1,3,-5,0.1,-1,-6
N/C(CN1CCCC1=O)=N\OC(=O)c1ccc(Cl)cc1,-1.5,102,1,1,2,-15,2,0.1,0,-6
COC(=O)CCC(=O)Nc1ccc(OC)cc1,-0.9,99,0,4,7,-1,6,0.0,0,-1
CC(C)(C)OC(=O)C[C@H]1C/C=C\C[C@H](CC(=O)N[C@H](CO)Cc2ccccc2)C(=O)N[C@@H](Cc2ccccc2)COC1=O,-0.7,92,-1,9,50,-2,-1,0.2,8,-10
COCCn1c(C)cc(C(=O)COC(=O)c2cc3c(s2)CCC3)c1C,-0.2,97,-2,4,-12,8,1,-0.3,5,-5
Cn1c(=O)c2c(nc(Br)n2CCc2ccccc2)n(C)c1=O,-1.4,98,3,3,1,7,13,0.6,6,0
CC(C)c1ccc(NC(=O)c2ccc(NS(C)(=O)=O)cc2)cc1,-1.6,100,2,18,-1,-3,-3,6.5,-6,-2
O=C(COC(=O)CCC(=O)c1cccs1)NCc1ccccc1,-3.2,97,2,-5,-1,-6,-2,-0.1,2,-4
CC(=O)NCCNC(=O)C1Cc2c(-c3ccc(Cl)cc3)ccnc2O1 (centres undefined),-2.1,97,2,3,2,0,2,0.0,3,-16
O=C(O)CN(CC(=O)O)CC(=O)O,0.1,105,3,1,4,-4,4,-0.2,2,-5
CN(c1ccccc1)S(=O)(=O)c1cc(C(=O)NCc2ccco2)ccc1Cl,0.3,96,-2,18,-1,-5,13,0.1,-4,-5
O=C(N/N=C/c1cc(Br)c(O)c([N+](=O)[O-])c1)C(O)(c1ccccc1)c1ccccc1,-3.4,101,1,13,-6,48,-7,-0.4,-2,-13
CCOC(=O)C1(C)CCCN(C(=O)c2cccc(OC(F)(F)F)c2)C1 (centres undefined),1.9,95,2,-1,4,-1,-4,0.3,-4,-6
Nc1cc(-c2ccccc2)nn1S(=O)(=O)c1ccc(Br)cc1,0.5,98,-2,1,-26,x,-11,-0.2,2,-7
C/C(=N\Nc1ccccc1)c1cccs1,-0.3,99,-2,4,7,4,9,-0.1,8,-2
Cc1ccc(C(=O)NC(Cc2ccc(C(C)(C)C)cc2)C(=O)O)cc1 (centres undefined),-0.8,100,2,5,-1,-4,3,0.0,6,-5
O=C(NCC1CCCO1)c1ccc2c(c1)N(Cc1ccc(F)cc1Cl)C(=O)CS2 (centres undefined),-2.0,103,-5,15,-3,5,-4,0.2,-2,-5
COc1ccc(S(=O)(=O)N2CCN(C(=S)NCCc3ccccc3)CC2)cc1,2.0,93,1,2,-4,3,2,-0.3,-3,-2
CN(C)c1ccc(CC(=O)N2CCCCC2c2cc(C(=O)Nc3ccccc3Cl)no2)cc1 (centres undefined),1.8,93,-2,8,-6,-20,5,-0.3,-2,-4
COc1cc(/C=C/C(=O)OCC(=O)N2CCN(S(=O)(=O)c3ccc(C)cc3C)CC2)cc(Cl)c1OC,0.6,98,1,8,-4,3,-6,0.5,1,-6
CCOc1ccc(Cl)cc1-c1cc(C(=O)NCCc2ccncc2)[nH]n1,-1.6,100,-2,11,4,-4,-4,0.2,-3,-6
CC12CN3CC(C)(CN(C1)C3c1cc3ccccc3[nH]1)C2=O (centres undefined),1.1,103,-1,-2,1,0,10,0.0,5,x
CN1CCN(c2ccc(Cl)cc2NC(=O)/C=C/c2cccc(F)c2)CC1,-0.7,96,1,10,22,-1,-5,4.4,-4,5
CCOc1ccc(OCC)c(S(=O)(=O)NCc2cccnc2)c1,-1.4,121,2,1,2,9,3,0.0,2,-5
CCOc1ccc(-n2cc(C(=O)NC(C)C)c3cc(OC)c(OC)cc3c2=O)cc1,0.0,86,1,4,4,9,3,-0.2,2,-4
COc1cccc(-n2nnnc2SCC(=O)Nc2ccc(OC)cc2OC)c1,0.2,91,1,9,-14,-1,-1,0.0,-2,-5
COc1ccc(/C=N/NC(=O)c2c(C)nc3ccc(Br)cn23)cc1OC,-1.2,96,17,-8,14,2,12,0.0,-8,-4
CCc1ccccc1NNC(=O)c1snnc1C,0.1,105,1,12,-6,x,3,0.0,-1,-5
CC1=NN(C(N)=S)C(=O)C1N=Nc1ccc(O)cc1 (centres undefined),-0.4,103,0,-26,3,5,16,-0.1,8,-4
COc1cc(OCc2ccccc2)c(CC(=O)O)c([N+](=O)[O-])c1,-2.7,104,2,3,-1,-1,-2,0.1,3,-7
C=CCNc1nc(C)c(C(C)=O)cc1C#N,0.0,100,1,1,10,5,15,-0.4,1,x
COc1cc(/C=N/NS(=O)(=O)c2ccc(C)c([N+](=O)[O-])c2)cc([N+](=O)[O-])c1O,-1.9,100,2,-7,6,-11,3,-0.1,-4,-6

# Later entries:
canonical_smiles,MC4R ag barr,ABCB6 inh 2,N-glyco inh,MC4R antag cAMP,Cardio protect,Vif inh,PDI inh,aDG glyco act,m5-HT2A agonist,CaV13 ICDI inh
CC(C)(C)c1ccc(S(=O)(=O)NC(=O)C2(C)CCN2C(=O)CC2CC2)cc1 (centres undefined),-2.0,78,2,6,4,-5,5,0.2,0,-4
O=C(CCn1c(=O)c2ccccc2n(Cc2cccc([N+](=O)[O-])c2)c1=O)N1CCc2ccccc2C1,0.1,98,1,-13,4,-3,-5,0.2,0,-3
COc1cccc(-n2c(=O)c3sccc3n(CC(=O)NC3CCCC3)c2=O)c1,0.8,101,2,6,0,16,5,-0.1,1,-5
CC(=O)Nc1ccc(N2Cc3ccccc3C2)cc1,0.7,99,0,-4,0,0,1,0.2,4,0
COc1ccccc1OCc1ccc(C(=O)NCc2cccnc2)o1,0.9,96,-1,11,8,x,-12,1.4,0,-4
